Screens from PubChem BioAssay.
CHRM4 antagonist: CHRM4 antagonism in calcium assay; P08173; CHO-hM4 cells, ACh EC80, Fluo-8 calcium fluorescence; inhibition, % at 3 µM; hit rate 0.73% among 360,000; AID 624125;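 active means inhibition above its plate's cutoff, the mean inhibition of sample wells plus 3 SD, cut at about 27% in these data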;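 further: 0% = acetylcholine EC80 with DMSO and 100% = DMSO without agonist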
Target sequence (P08173 whole entry, looked up): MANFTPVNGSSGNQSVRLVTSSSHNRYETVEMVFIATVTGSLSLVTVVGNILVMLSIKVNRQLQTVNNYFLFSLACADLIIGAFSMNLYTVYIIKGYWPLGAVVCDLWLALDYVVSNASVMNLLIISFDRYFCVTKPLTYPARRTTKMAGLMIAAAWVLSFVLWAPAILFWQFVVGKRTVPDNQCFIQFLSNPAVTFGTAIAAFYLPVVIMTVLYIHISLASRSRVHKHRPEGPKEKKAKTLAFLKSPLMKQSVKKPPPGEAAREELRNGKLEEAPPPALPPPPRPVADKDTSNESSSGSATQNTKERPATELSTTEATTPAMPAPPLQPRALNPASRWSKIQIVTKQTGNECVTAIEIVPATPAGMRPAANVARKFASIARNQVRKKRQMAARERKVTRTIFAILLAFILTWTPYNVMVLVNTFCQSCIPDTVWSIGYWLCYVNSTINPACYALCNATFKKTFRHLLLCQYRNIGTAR
M1 ag parental: counter-screen for M1 agonists: effect in parental CHO-K1 cells; Fluo-8 calcium fluorescence; scaled to maximal ATP response, vehicle zero; activation, % at 3 µM; hit rate 0.48% among 360,000; AID 602248; in the data active means activation above about 15%;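 further: untransfected CHO-K1 host cells lacking M1 receptor as counterscreen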
M1 antag: antagonists of human M1 muscarinic receptor | P11229 | CHO-K1 hM1, Fluo-8 calcium fluorescence, ACh EC80 antagonist | inhibition, % at 3 µM | hit rate 1.3% among 360,000;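 active means percent inhibition above its own plate's cutoff, namely the mean of that plate's compound wells plus 3 SD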;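 further: peak over basal fluorescence ratio during 140 s after agonist addition; 0% = ACh EC80 plus DMSO and 100% = DMSO alone without agonist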
Target sequence (P11229 whole entry, looked up): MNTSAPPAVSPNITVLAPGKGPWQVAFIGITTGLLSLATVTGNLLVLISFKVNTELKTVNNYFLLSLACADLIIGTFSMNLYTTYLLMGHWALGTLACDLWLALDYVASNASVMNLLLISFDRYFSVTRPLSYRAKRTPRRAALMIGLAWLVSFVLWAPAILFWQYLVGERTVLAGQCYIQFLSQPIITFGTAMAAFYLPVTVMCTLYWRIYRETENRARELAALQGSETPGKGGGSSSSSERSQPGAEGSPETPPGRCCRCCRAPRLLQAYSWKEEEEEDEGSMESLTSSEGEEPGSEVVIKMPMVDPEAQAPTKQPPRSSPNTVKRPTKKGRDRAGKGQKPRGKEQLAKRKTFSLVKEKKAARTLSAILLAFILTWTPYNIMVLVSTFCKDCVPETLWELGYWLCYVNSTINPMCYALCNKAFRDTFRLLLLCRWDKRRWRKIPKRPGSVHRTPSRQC
CHO-K1 Ca antag: nonselective inhibitor or artifact in parental CHO-K1 cells. ATP-induced calcium, Fluo-8 fluorescence. inhibition, % at 3 µM. hit rate 0.6% among 360,000. AID 602250;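 active means inhibition above a per-plate cutoff, the plate's mean sample inhibition plus 3 SD, cut at about 24% in these data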;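 further: 0% = DMSO plus EC80 ATP and 100% = DMSO alone without ATP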
M1 ag: human M1 muscarinic receptor agonism; activation, % at 3 µM; CHO-K1 hM1, Fluo-8 calcium fluorescence, agonist mode; 0% DMSO, 100% acetylcholine EC100; hit rate 0.33% among 360,000;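 active means activation above the run's mean compound activation plus 3 SD, cut at about 16% in these data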;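 further: peak over basal fluorescence ratio within a 140 s kinetic read after compound addition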
OXTR potentiate: human OXTR potentiation. P30559. CHO-OTR cells, Fluo-8 calcium fluorescence, potentiator mode; 0% = oxytocin EC15, 100% = EC100. activation, % at 3 µM. hit rate 0.061% among 320,000;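 active means activation above that plate's cutoff, the mean activation of tested compounds plus 3 SD, cut at about 6.6% in these data, passing the limit was not always enough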;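 further: 100% uses oxytocin at 75 nM as the full agonist control; some results filed as inactive read as strong as hits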
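Assay system: CHO cell line stably expressing human OTR. Reagent: EC15 oxytocin agonist. Dosing: single dose, 3.0 µM nominal final compound concentration. Timing: compound 6 min at room temperature before oxytocin, 100 s read. Signal: kinetic Fluo-8 calcium fluorescence. Controls: oxytocin EC15 low and EC100 high.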
CHO parental Ca: counter-screen for OX1R antagonists: effect in parental CHO cells; parental CHO-K1, ATP-induced calcium, Fluo-8 fluorescence; inhibition, % at 5.6 µM; hit rate 0.63% among 330,000; AID 463079;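 active means inhibition above that plate's mean sample inhibition plus 3 SD, cut at about 26% in these data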;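 further: 0% = ATP-challenged DMSO wells and 100% = DMSO wells without ATP; some compounds past the cut are filed as inactive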
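Material: Parental CHO cells | Reagent: ATP | Compound dosing: Single nominal dose of 5.6 µM per compound | Detection: Intracellular calcium via Fluo-8 no-wash fluorescent dye | Read-out: % inhibition of ATP-induced calcium mobilization | Benchmarks: Low control ATP plus DMSO, high control DMSO only | Replicates: Singlicate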
CHRM1 PAM: positive allosteric modulators of human M1 muscarinic receptor; CHO-K1 hM1, Fluo-8 calcium fluorescence, ACh EC20; 0% = ACh EC20, 100% = maximal ACh; activation, % at 3 µM; P11229; hit rate 0.088% among 360,000; in the data active means activation above about 19%, passing the limit was not always enough
CHRM4 agonist: CHRM4 agonism in calcium assay; P08173; CHO-K1 hM4/Gqi5, Fluo-8 calcium fluorescence; vehicle 0%, full acetylcholine response 100%; activation, % at 3 µM; hit rate 0.14% among 360,000; AID 624127;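 active means activation above the run mean over all test wells plus 3 SD, cut at about 32% in these data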;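 further: peak over basal fluorescence ratio per well then scaled between controls; 0% = DMSO wells and 100% = acetylcholine at EC100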
An asterisk follows results filed as active; · = no result given.

mol	CHRM1 PAM	CHO parental Ca	CHRM4 agonist	M1 antag	CHO-K1 Ca antag	M1 ag	OXTR potentiate	CHRM4 antagonist	M1 ag parental
Cc1ccc(C(=O)CSc2nnc(-c3c[nH]c4ccccc34)o2)cc1	2	-9	1	-5	-6	-2	-1	5	0.9
CCOC(=O)NCc1ccc(S(=O)(=O)Nc2c(C)cccc2C)cc1	-1	-8	2	-2	-8	-2	-3	-2	1.7
COc1ccc(/C=C/C(=O)Nc2ccc3nc4n(c(=O)c3c2)CCCC4)cc1OC	8	-18	0	-12	-17	-3	-4	-9	-0.1
COc1ccc(S(=O)(=O)Nc2cc3c4c(c2)CCN4C(=O)CC3)cc1	4	5	0	-5	-7	2	-9	5	0.5
COc1ccc(C(C)=O)cc1Cn1c(C)c(C(=O)NCC(C)C)sc1=O	4	·	2	-6	-8	-2	·	-6	1.4
O=C(NC1CCN(C(=O)Nc2ccccc2Cl)CC1)c1cccc(F)c1	8	-7	1	-17	-24	1	-9	-18	1.7
CN(Cc1ccco1)C(=O)C1CCC(=O)N1Cc1ccc(F)cc1 (stereo not given)	10	-18	1	-12	-9	-3	-3	17	0.2
Cc1cc(=O)c(C(=O)O)nn1-c1cccc(C(F)(F)F)c1	-7	-1	2	13	-4	1	-3	-8	0.0
CCc1ccc(NC(=O)CSc2nc(=O)n(CCN(C)C)c3c2CCCC3)cc1	1	-27	0	5	2	-8	-1	-5	-0.4
CCn1c(SCC(=O)N2CCOCC2)nc2ccccc21	11	5	1	-14	5	-13	-19	-10	0.0
O=C(CCC1CCN(C(=O)c2ccccc2Cl)CC1)NCc1ccc(F)cc1	8	-12	2	-7	-6	-4	-1	7	2.2
CCC1CN(C(=O)N2CCC(C(=O)NCc3cc(OC)c(OC)c(OC)c3)CC2)c2ccccc2O1 (stereo not given)	-5	-16	1	7	-14	-4	-11	8	1.2

New compounds follow:
mol	CHRM1 PAM	CHO parental Ca	CHRM4 agonist	M1 antag	CHO-K1 Ca antag	M1 ag	OXTR potentiate	CHRM4 antagonist	M1 ag parental
CC[C@H](C)[C@H](NC(=O)OCc1ccccc1)C(=O)OCC(=O)Nc1ccc(N2CCOCC2)cc1	2	-22	11	-1	-10	-1	-6	5	5.3
CCSC(=Nc1ccccc1)N1CCOCC1	7	2	1	-7	2	-2	-4	7	0.1
CCC1CCC2(CC1)NC(=O)N(CC(=O)Nc1cc(C)on1)C2=O (stereo not given)	-1	-17	-1	7	-4	-4	-1	-2	-0.7
CS(=O)(=O)N(CC(=O)Nc1ccc(F)cc1F)c1cccc([N+](=O)[O-])c1	2	16	2	3	-4	-3	-19	-1	0.1
CCOC(=O)CC(=O)Nc1ccsc1C(N)=O	6	-5	1	-18	-8	-3	3	-3	1.1
CC(C)n1c(SCC(=O)Nc2nc3ccccc3s2)nc2c1c(=O)n(C)c(=O)n2C	4	-21	3	-14	-5	-2	-6	-3	0.2
Cc1ccc(N2C(=O)c3ccccc3C2Nc2ccc(S(=O)(=O)N3CCOCC3)cc2)nc1 (stereo not given)	6	-7	3	-10	3	-3	-2	-18	1.4
Clc1ccccc1-c1ccc2ncnc(NCc3cccnc3)c2c1	1	-20	2	-12	-18	-1	2	-8	-0.1
CCCCN(C(=O)C1=COCCO1)c1c(N)n(CCCC)c(=O)[nH]c1=O	11	-5	2	-8	-2	-1	-9	0	0.3
CC[C@]1(c2cccc(C)c2)C(=O)N(C(=O)OC)N1C(=O)OC	7	-10	0	-5	-12	-3	0	4	1.5
Cc1ccccc1C(=O)N1CCN(c2ccc(NC(=O)c3ccco3)cc2Cl)CC1	-8	-11	11	17	16	0	-9	3	2.3
NC(CCc1ccccc1)c1csc(NC(=O)Nc2cccc(Cl)c2)n1 (stereo not given)	7	·	17	4	5	4	·	25	5.8

(list continues)
mol	CHRM1 PAM	CHO parental Ca	CHRM4 agonist	M1 antag	CHO-K1 Ca antag	M1 ag	OXTR potentiate	CHRM4 antagonist	M1 ag parental
O=C(CN1CCC(C(=O)c2cccc(F)c2)CC1)NCc1cccs1	8	-9	1	-7	-6	-6	-6	4	0.1
CCOc1ccc(NC(=O)CN(C)CC(=O)Nc2cccc(Cl)c2C)cc1OCC	2	-12	1	-6	0	-3	-10	2	1.1
CCc1ccc2[nH]c(C)c(CN3CCCCCC3)c(=O)c2c1	-9	-11	0	18	7	-10	-17	14	-0.3
CCCCC(=O)N1C/C=C\C(c2ccc(OC)cc2)N(Cc2ccc(F)cc2)C(=O)C1 (stereo not given)	-1	-18	1	3	-6	-4	-9	3	0.0
O=C(NC(=C(Cl)Cl)S(=O)(=O)c1ccc(Cl)cc1)c1ccccc1	4	-23	-1	-9	5	-6	-7	-3	9.0
N#CCCn1cc(/C=N/O)c(-c2ccccc2)n1	9	0	1	-10	1	-3	2	2	-0.2
O=C(CSc1nnnn1C1CCCC1)NCCc1ccccc1	10	3	1	-20	-5	-2	-1	3	0.4
COc1ccc2c(c1)[C@H]1[C@H](CO2)[C@H](c2ccccc2)[C@]2(C)C(=O)N(Cc3ccc(C)cc3)CC(=O)N12	1	-22	5	-1	-15	0	-7	-12	1.8
CCOC(=O)C(NC(=O)CC)(Nc1sc2c(c1C(=O)OC)CCN(C)C2)C(F)(F)F (stereo not given)	9	-8	1	-10	-7	-3	3	5	-0.6
CN(c1ccc(OCC(=O)NCc2cccnc2)cc1)S(=O)(=O)c1ccc(Cl)cc1	8	-23	3	-8	-15	-8	-1	-4	1.4
O=C(NC1CC1)C1CCN(C2CCN(C(=O)/C=C/c3cccs3)CC2)CC1	7	5	3	-14	6	-7	-4	0	0.5
Cc1ccc(N2CN(Cc3cccnc3)CNC2=S)cc1	0	-4	1	9	-6	-2	4	3	0.3

Other structures
mol	CHRM1 PAM	CHO parental Ca	CHRM4 agonist	M1 antag	CHO-K1 Ca antag	M1 ag	OXTR potentiate	CHRM4 antagonist	M1 ag parental
COC(=O)c1c(NC(=O)c2ccco2)sc2c1CCN(C(C)=O)C2	9	-1	4	-5	-4	-5	-1	-5	1.2
CSc1ccccc1NC(=O)CN(C)CC(=O)NCc1ccccc1	5	-17	4	3	-13	-5	0	4	1.3
COc1ccc(C2C3=C(CC(C)(C)CC3=O)Nc3c2c(=O)[nH]c(=O)n3Cc2ccccc2)cc1 (stereo not given)	2	-20	3	-2	6	-5	-26	17	1.6
O=C(c1ccc(F)cc1)N1CCN(C2CCC(c3ccccc3)CC2)CC1 (stereo not given)	-5	-14	1	-6	-12	-13	-5	9	1.9
O=C(CSc1ccccc1)NN1C(=O)c2ccccc2C1=O	2	0	1	-9	-4	-6	-2	4	0.4
O=C(NCCN1CCOCC1)c1cc(-c2ccc(Br)cc2)on1	8	-8	2	-13	-20	-4	-7	-13	1.4
O=C(CCC(=O)N1CCOc2ccccc21)N1CCCCC1	13	2	1	-14	-12	-2	-3	-14	0.9
CC1(C)[N+]([O-])=C2C(=[N+]([O-])C1(C)C)c1ccccc1/C2=N\O	6	6	-1	-5	-16	-4	-5	17	0.4
N#CCN(C(=O)COC(=O)C1CC2CCCC(C1)C2=O)c1ccccc1 (stereo not given)	1	0	0	-5	-11	-3	-14	-13	0.5
CN(C)c1cccc(C(=O)NNC(=O)NC2CCCCC2)c1	11	-2	2	-15	-19	-2	4	-7	0.1
Cc1ccc(Nc2nnc(SCC(=O)NC(Cc3c[nH]c4ccccc34)C(=O)O)s2)cc1 (stereo not given)	6	-10	1	0	-11	-3	-4	-8	0.4
COc1cc(C(=O)N2CCC(C(=O)Nc3cccc(C(C)=O)c3)CC2)cc(OC)c1OC	0	-11	0	2	-7	-1	-7	-11	0.0

(further entries)
mol	CHRM1 PAM	CHO parental Ca	CHRM4 agonist	M1 antag	CHO-K1 Ca antag	M1 ag	OXTR potentiate	CHRM4 antagonist	M1 ag parental
O=C(NCCCn1ccnc1)NC(C(F)(F)F)C(F)(F)F	9	-2	1	5	11	-6	2	9	-0.1
Cn1c(SCC(=O)NC(C)(C)C)nnc1-c1cnccn1	6	-10	0	-4	-12	-4	-5	-3	0.9
Cc1ccccc1NC(=O)CSc1n[nH]c(-c2ccco2)n1	9	0	1	-7	-11	-4	-9	-3	0.7
Cc1cc(C)c(N(CC(=O)NCc2ccccc2)C(=O)c2csnn2)c(C)c1	5	-10	2	-4	-14	-6	-10	-17	2.2
N#CC1C(=O)NC(=O)C(C#N)C12CCCC2 (stereo not given)	10	·	1	-12	4	-3	·	2	0.0
CSc1nc2nc(-c3ccc(F)cc3)c(CCN3CCN(C)CC3)cn2n1	6	-25	2	-6	-15	-2	-14	-5	-0.3
O=C(N/N=C/c1ccc(COc2ccc(Br)cc2)o1)c1ccc2c(c1)OCO2	9	·	1	-13	18	-2	·	-1	0.7
CCC(=O)N1CCc2cc(S(=O)(=O)N(C)c3ccc(OC)cc3OC)ccc21	1	-9	4	0	-16	-4	-19	-15	2.4
C/C(=N/O)c1no[n+]([O-])c1/C(C)=N\O	6	-10	1	-6	0	0	-5	-1	11
O=C(NCCN1CCOCC1)c1ccc2ccccc2c1	8	10	1	-5	-2	-2	-12	3	0.2
O=C(COC(=O)CCc1ccc(S(=O)(=O)N2CCOCC2)cc1)NC(=O)NC1CCCCC1	2	-14	13	-2	-5	-2	-9	-6	5.9

Nine structures out of the list, sorted by molar mass, rising.
mol	CHRM1 PAM	CHO parental Ca	CHRM4 agonist	M1 antag	CHO-K1 Ca antag	M1 ag	OXTR potentiate	CHRM4 antagonist	M1 ag parental
C/C(=N/O)c1no[n+]([O-])c1/C(C)=N\O	6	-10	1	-6	0	0	-5	-1	11
N#CC1C(=O)NC(=O)C(C#N)C12CCCC2 (stereo not given)	10	·	1	-12	4	-3	·	2	0.0
O=C(NCCN1CCOCC1)c1ccc2ccccc2c1	8	10	1	-5	-2	-2	-12	3	0.2
Cn1c(SCC(=O)NC(C)(C)C)nnc1-c1cnccn1	6	-10	0	-4	-12	-4	-5	-3	0.9
O=C(NCCCn1ccnc1)NC(C(F)(F)F)C(F)(F)F	9	-2	1	5	11	-6	2	9	-0.1
CSc1nc2nc(-c3ccc(F)cc3)c(CCN3CCN(C)CC3)cn2n1	6	-25	2	-6	-15	-2	-14	-5	-0.3
CCC(=O)N1CCc2cc(S(=O)(=O)N(C)c3ccc(OC)cc3OC)ccc21	1	-9	4	0	-16	-4	-19	-15	2.4
COc1cc(C(=O)N2CCC(C(=O)Nc3cccc(C(C)=O)c3)CC2)cc(OC)c1OC	0	-11	0	2	-7	-1	-7	-11	0.0
O=C(N/N=C/c1ccc(COc2ccc(Br)cc2)o1)c1ccc2c(c1)OCO2	9	·	1	-13	18	-2	·	-1	0.7
